# Assay outcomes (PubChem BioAssay)
# Growth percent in the NCI-60 one-dose screen (48 h, 10 µM unless noted): 100 = growth as untreated, 0 = no growth, -100 = all killed.
# SK-MEL-28 = SK-MEL-28 melanoma; 81,000 compounds, 4.1% hits; AID 1794761
# MDA-MB-435 = MDA-MB-435 melanoma | 82,000 compounds, 7.8% hits | AID 1794794
# HS 578T = HS 578T breast cancer | 78,000 compounds, 4.1% hits | AID 1794788
# BT-549 = BT-549 breast cancer; 78,000 compounds, 4.4% hits; AID 1794793
# SK-MEL-5 = SK-MEL-5 melanoma. 80,000 compounds, 6.4% hits
# LOX IMVI = LOX IMVI melanoma. 79,000 compounds, 7.4% hits. AID 1794757
# T-47D = T-47D breast cancer; 79,000 compounds, 5% hits
# SK-MEL-2 = SK-MEL-2 melanoma. 77,000 compounds, 4.7% hits. AID 1794763
# The depositor's hits bear a star; . = no result given; & = joins results of further samples. The calls were made as follows: active = growth percent below 10; inactive = the rest.
cpd	Compound	SK-MEL-28	MDA-MB-435	HS 578T	BT-549	SK-MEL-5	LOX IMVI	T-47D	SK-MEL-2
1	O=C1c2cccnc2C(=O)c2c1c(C(=O)OCCc1ccccn1)c1ccccn21	-33.3*	-10.7*	-28.6*	-35.2*	-94.2*	-50.0*	-6.8*	-35.4*
2	CCOC(=O)c1cnc[nH]c1=O	112.8	120.5	.	96.3	111.2	.	96.8	106.6
3	COc1cc2oc(-c3cccc(C(=O)Nc4ccc(Cl)cc4)c3)cc(=O)c2c(O)c1OC	67.8	61.0	6.7*	60.1	58.7	69.8	47.2	83.1
4	CCCCCCCCCCCCCCCC1=NC(C)(C)CN1C(C)C	-80.0*	-59.3*	-31.6*	71.3	-86.1*	-79.4*	-11.2*	-67.9*
5	c1ccc2c(c1)nc(-c1ccc3c(c1)OCO3)c1cccn12	116.4	115.9	95.1	119.9	103.6	88.9	73.5	116.6
6	O=C(Nc1ccc(Cl)cc1C(=O)c1ccccn1)c1ccccc1	102.2	99.4	107.0	102.0	95.5	99.9	90.0	113.1
7	C=C1CC[C@@H]2[C@](C)(COC(C)=O)[C@H](OC(C)=O)CC[C@@]2(C)[C@@H]1CC(NCc1ccccc1)C1=CCOC1=O (some centres undefined)	68.6	27.9	86.4	28.1	.	44.6	14.2	.
8	CCCCn1c(=O)[nH]c(N)c(C(c2ccc(Cl)cc2)c2c(N)[nH]c(=O)n(CCCC)c2=O)c1=O	44.7	31.1	50.6	49.8	-11.3*	41.2	21.0	6.4*
9	COc1ccc(C(=O)N/N=C/c2cc(Br)ccc2OC)cc1	107.0	101.2	108.1	96.9	96.3	95.5	94.9	105.8
10	Cc1ccc(O)c(Cc2ccccc2)c1	107.5	107.0	91.3	92.4	108.7	96.4	100.6	93.8
11	CNC1=C([N+](=O)[O-])C(c2ccccc2O)C(C#N)=C(c2cccs2)O1 (centres undefined)	93.3	97.8	92.3	100.3	97.0	87.3	81.7	74.2
12	CCOC(=O)C1=C(C)Nc2nc3ccccc3n2C1c1ccccc1 (centres undefined)	109.5	96.6	97.7	100.6	99.3	90.4	95.5	102.2
13	Oc1ccc2oc3ccccc3c2c1	111.9	118.0	114.7	.	100.8	106.0	97.9	88.7
14	COc1cc(C2NC(=S)NC(C)=C2C(=O)OC(C)C)ccc1O (centres undefined)	102.8	97.2	91.4	98.2	99.1	97.4	94.6	107.5
15	Cc1c(Cl)cccc1S(=O)(=O)Nc1ccc2c(c1)C(=O)N(C1CCC(=O)NC1=O)C2=O (centres undefined)	97.8	96.2	67.3	63.9	100.2	122.1	44.0	106.6
16	CS(=O)(=O)c1ccc(-n2nc(-c3ccc(Br)cc3)c3ccccc3c2=O)cc1	113.1	102.9	100.3	91.1	.	.	86.5	107.1
17	Cc1noc(N)c1C(=O)Nc1ccccc1F	104.3	103.0	139.1	101.3	101.7	104.2	104.2	111.6
18	CC1(C)SC2c3ccccc3C(=O)N2C1C(=O)O (centres undefined)	106.5&104.7	111.5&104.2	99.5&91.2	106.6&99.7	105.3&95.0	103.2&93.7	107.5&104.8	120.9&106.0
19	O=C1CN2Cc3c(ccc(Cl)c3Cl)N=C2N1	111.6	102.6	41.4	89.5	77.2	94.2	97.2	85.0
20	CCOC(=O)CCCCCCCBr	100.7	106.7	150.0	99.3	94.6	109.0	98.6	98.5
21	CN1CCN(Cn2nc(-c3cc(Cl)cc(Cl)c3Cl)oc2=S)CC1	109.8	88.9	91.2	94.9	100.7	93.8	98.9	95.3
22	COc1cc(CSc2nc3ccccc3c(=O)n2CCc2ccccn2)cc(OC)c1OC	103.4	97.3	.	97.6	99.0	93.4	91.5	99.9
23	COc1ccc(-c2cc(NC(=O)Nc3cccc(Cl)c3)no2)cc1	103.2	98.9	97.3	107.6	100.7	99.1	88.4	108.1
24	O=C(Nc1cccc(-c2cc(=O)c3ccccc3o2)c1)c1ccc2c(c1)OCO2	101.0	88.7	94.2	102.8	.	103.5	98.6	104.8
25	c1cncc(-c2nc(N3CCOCC3)c3c4c(sc3n2)CCCCC4)c1	69.0	75.6	85.8	65.7	77.9	100.1	53.7	81.0
26	CCn1c(Sc2nn3cc(-c4ccc(Br)cc4)nc3s2)nc2c1c(=O)n(C)c(=O)n2C	88.2	88.5	93.4	96.2	92.0	92.3	85.6	97.3
27	N/N=C(\C(=N\N)c1ccccc1)c1ccccc1	105.1	103.5	107.6	88.0	101.1	97.3	93.0	98.7
28	CCCCc1cccc(OC)c1OCc1ccccc1	92.2	53.6	.	101.9	68.8	89.8	71.0	111.8
29	COc1ccc(C(O)c2cc3c(N)c(C(=O)Nc4cccc(Br)c4)sc3nc2C)cc1 (centres undefined)	50.7	-33.4*	-6.0*	3.5*	-72.9*	15.5	53.2	33.9
30	CC(=O)OC[C@]12CC[C@@H](C(=O)CBr)[C@@H]1[C@H]1CC[C@@H]3[C@@]4(C)CC[C@H](OC(C)=O)C(C)(C)[C@@H]4CC[C@@]3(C)[C@]1(C)CC2	99.8	93.3	100.6	84.0	75.1	-69.6*	85.3	92.3
31	CC1(C)OC(=O)C(=Cc2cccc(F)c2)C(=O)O1	116.3	107.3	94.5	101.5	97.6	103.2	96.4	106.7
32	C=CC(=O)OCC(C)(C)[N+](=O)[O-]	110.1	103.5	92.4	.	101.9	101.7	.	96.2
33	COc1ccc(-c2nc(SCc3nc4ccccc4[nH]3)nc(N(CCO)CCO)c2C#N)cc1	102.9	96.5	94.3	95.3	96.0	95.1	87.8	99.7
34	C/C=C/C(=O)OC/C=C(\C)CCC=C(C)C	102.5	104.8	113.2	100.1	100.4	105.1	101.7	105.2
35	c1csc([C@@H]2C[C@@H]3Cc4ccc5ccccc5c4N2O3)c1	102.6	87.1	101.1	112.4	101.1	98.9	98.8	.
36	CCSC(=O)OCn1ncc2cc([N+](=O)[O-])ccc21	109.6	98.5	116.1	112.6	100.3	108.4	101.9	107.2
37	CC(Nc1c(C#N)cnc2ccc(-c3cnc(N)nc3)cc12)c1ccccc1 (centres undefined)	17.9	15.5	-22.5*	4.1*	-67.3*	4.6*	9.2*	2.8*
38	C[C@@H](C[C@H](CCOC(=O)N1CCOCC1)c1ccccc1)c1csc2ccccc12	88.0	92.0	86.8	94.6	70.9	88.0	86.0	99.4
39	CCCCNCC(=O)Nc1ccc(C)c(Cl)c1	101.0	99.5	110.1	78.6	101.1	99.6	78.9	76.6
40	CC(=O)/C=C(\C)NCCN/C(C)=C/C(C)=O	110.9	102.8	99.4	109.2	113.3	93.6	101.8	.
41	CC(=O)c1c(N)c(C#N)cn1-c1ccc(Cl)cc1Cl	105.9	101.7	109.9	103.9	98.8	99.2	95.1	90.4
42	CCCn1ccnc1C(O)c1ccc(OCc2ccccc2)c(OC)c1 (centres undefined)	103.3	94.3	108.9	.	93.5	94.4	83.3	91.3
43	CC(C)(C)NCC(O)COc1cccc2c1CCCC2=O (centres undefined)	128.5	102.1	.	93.9	107.3	102.3	105.7	97.2
44	N#Cc1nc(-c2cc3ccccc3oc2=O)oc1NCCO	109.8	100.3	99.9	109.7	99.4	95.1	100.8	96.7
45	C=C1C(=O)O[C@H]2[C@H]1CC/C(COC(=O)/C=C\C(=O)NC)=C\CC[C@@]1(C)O[C@@H]21	98.5	105.2	98.3	108.8	104.3	96.8	101.7	112.6
46	O=C1C=CC2(NN=C(c3ccccc3)N2c2ccc(Cl)cc2)c2cccc(O)c21 (centres undefined)	52.6	-91.5*	.	33.5	-70.2*	2.1*	87.2	.
47	COc1cc(C2CC(c3cc(OC)c(OC)c(OC)c3)=Nc3c(C)nn(-c4ccccc4)c3N2)ccc1Oc1nc2c(c(=O)n(C)c(=O)n2C)n1C (centres undefined)	112.1	103.0	96.7	97.1	83.6	104.6	82.3	107.9
48	Clc1ccc(-c2nn(-c3ccccc3)c3nccc(-c4cccs4)c23)cc1	102.5	103.5	115.4	110.8	99.1	108.8	99.7	115.9
49	CNS(=O)(=O)c1c(N)ncn1C	101.3	103.8	108.7	.	101.4	94.4	107.9	101.7
50	CCCOC(=O)c1c(C)n(C)c2scc[n+]12	91.5	90.9	77.6	80.5	101.6	82.0	92.8	76.4
51	N#Cc1c(-c2ccccc2)nc2c(c(-c3ccccc3)nn2-c2ccccc2)c1-c1ccc(N2CCCCC2)cc1	106.0	99.9	109.3	103.8	99.2	96.0	94.5	110.4
52	C=CC(=O)N(CCN1CCN(C)CC1)c1nc(-c2cccc(N(C(=O)C=C)S(=O)(=O)c3ccc(CCCCC)cc3)c2)cs1	97.0	95.8	97.8	97.9	99.8	82.9	68.1	.
53	O=C(Nc1cccc(Cl)c1)OCCOc1ccc(Cl)cc1Cl	104.9	96.3	91.5	99.5	115.5	107.1	90.2	115.4
54	CCSc1nnc2c(/C=C/c3ccc([N+](=O)[O-])cc3)nc3ccccc3n12	104.6	102.2	100.3	87.2	88.1	86.2	66.2	90.2
55	CCCCSc1nnc(-c2c(C)nc3ccc(C)cn23)o1	97.0	106.4	79.2	82.5	90.2	90.0	71.9	101.7
56	COc1ccccc1NC(=O)Nc1cnc(Nc2ccc(N3CCOCC3)cc2)nc1Oc1ccc(C)cc1OC	104.5	98.4	98.9	107.6	77.0	74.4	71.6	93.1
57	COc1cc(-c2nn(C(C)(C)C)cc2-c2ccnc(NCCCNS(=O)(=O)c3cccc4ccccc34)n2)ccc1F	101.5	70.3	94.7	92.1	78.7	78.6	56.8	99.1
58	CN(NC(=O)C1CCC(=O)N1)c1ccccc1 (centres undefined)	107.4	103.3	101.5	110.8	105.2	99.9	98.8	109.1
59	O=C1NC(=O)C(=Nc2c(O)[nH]c(=O)[nH]c2=O)C(=O)N1	109.2	116.0	.	.	119.8	102.2	100.9	.
60	O=C(Nc1ccc(OS(=O)(=O)c2ccccc2)cc1)C1CCCCCCC1	103.6	87.9	84.8	69.3	71.5	79.0	84.7	96.2

# Next section
cpd	Compound	SK-MEL-28	MDA-MB-435	HS 578T	BT-549	SK-MEL-5	LOX IMVI	T-47D	SK-MEL-2
61	Cc1ccc2oc3nc(C)c(C(=O)NCc4ccccc4)cc3c(=O)c2c1	78.1	65.5	106.2	95.1	76.9	68.8	63.5	8.6*
62	NC(N)=N/N=C(/c1ccccc1)c1ccccc1F	63.4	-56.0*	38.5	70.8	15.8	46.3	3.9*	70.5
63	CC1=C(C(=O)/C=C/c2ccccc2)C(c2ccccc2)NC(=S)N1 (centres undefined)	104.7	97.4	91.9	100.9	.	94.7	94.1	100.1
64	CCOc1ccc(/C(O)=C2\C(=O)C(=O)N(c3nnc(C)s3)C2c2ccccc2F)cc1 (centres undefined)	114.6	113.9	95.8	99.4	106.4	106.2	106.0	105.4
65	CC/C(=C(/c1ccc(Cl)cc1)c1ccc(OCCN(C)C)cc1)c1ccc(OC)cc1	99.7	97.1	98.3	95.3	96.4	93.4	80.5	98.6
66	CN1CCN(Cn2nc(-c3cc(F)c(Cl)cc3Cl)n(/N=C/c3ccc(Cl)cc3)c2=S)CC1	146.1	94.3	106.8	106.0	75.8	113.4	87.4	92.9
67	[C-]#[N+]c1c(-c2ccc(OC)c(OC)c2)cc(-c2ccc(N)cc2)nc1N	112.6	108.2	92.5	90.9	90.3	94.7	94.4	97.3
68	C=CCOC(=O)/C=C/C(=O)OCC=C	104.8	101.5	109.2	101.6	107.5	99.4	103.1	114.2
69	COc1ccccc1N1CCN(CCCOc2ccc(OCCCN3CCN(c4ccccc4OC)CC3)c(C(=O)c3cc(OC)c(OC)c(OC)c3)c2)CC1	114.7	122.5	106.5	96.3	87.6	115.6	104.2	97.2
70	C=Cc1cnc(Nc2ccc(OC)cc2)nc1NCCCNC(=O)C1CCC1	80.3	70.3	18.7	26.4	37.5	20.4	66.8	87.0
71	CC1=C(C(=O)OCc2ccccc2)C(c2cn[nH]c2-c2ccc(OCc3ccccc3)cc2)NC(=S)N1 (centres undefined)	91.1	68.7	88.3	85.6	83.0	94.2	68.8	83.9
72	OC(CN1CCC(N2CCCCC2)CC1)Cn1ccc2ccccc21 (centres undefined)	111.2	94.9	95.7	116.2	110.0	100.3	112.2	111.2
